Screens: PubChem, The Scripps Research Institute Molecular Screening Center
FBW7 activator: FBW7 E3 ligase activators, primary screen, biochemical, AlphaScreen, human | F-box/WD repeat-containing protein 7 (Homo sapiens), Q969H0 | AlphaScreen FBW7–phospho-cyclin E peptide binding, activator screen | normalized activity (activation), % at 26.1 µM | actives 0.13% (n = 650,000); in the data active means normalized activity above about 1.9%;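 further: purified mutant Fbw7 with reduced substrate affinity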
TEAD-YAP block: TEAD-YAP interaction inhibition, primary screen, TEAD-YAP interaction inhibitor project, luminescence, HEK-TIYL cells. TEAD-Gal4/YAP UAS-luciferase luminescence. inhibition, % at 9.12 µM. actives 1.4% (n = 640,000); in the data active means inhibition above about 32%;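 further: 0% = median of test compound wells and 100% = reference inhibitor wells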
GPR151 ag: activators of human GPR151, primary screen, cell-based, PathHunter beta-arrestin, luminescence; G-protein coupled receptor 151 (Homo sapiens), Q8TDV0; PathHunter beta-arrestin GPR151 cells; actives 1% (n = 650,000); activation, % at 11.2 µM; in the data active means activation above about 4.9%;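 further: 0% = median of compound wells and 100% = cells with positive control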
Target sequence (Q8TDV0 whole entry, looked up): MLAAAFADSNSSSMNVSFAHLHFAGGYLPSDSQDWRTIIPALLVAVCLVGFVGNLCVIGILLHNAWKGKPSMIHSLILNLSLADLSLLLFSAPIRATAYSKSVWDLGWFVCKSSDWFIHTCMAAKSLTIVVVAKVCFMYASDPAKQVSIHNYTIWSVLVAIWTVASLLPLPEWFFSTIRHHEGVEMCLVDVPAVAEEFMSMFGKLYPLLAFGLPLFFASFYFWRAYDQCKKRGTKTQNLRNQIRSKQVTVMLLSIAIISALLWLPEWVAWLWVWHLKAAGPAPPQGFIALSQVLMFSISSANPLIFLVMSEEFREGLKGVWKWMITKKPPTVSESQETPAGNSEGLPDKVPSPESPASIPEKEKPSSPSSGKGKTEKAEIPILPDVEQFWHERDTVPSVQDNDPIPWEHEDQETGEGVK
MITF inh: MITF inhibitors, primary screen, biochemical, AlphaScreen, human; Microphthalmia-associated transcription factor (Homo sapiens), O75030; AlphaScreen MITF homodimerization, bead proximity signal; inhibition, % at 2.6 µM; actives 0.91% (n = 650,000); AID 1259374, 2018; in the data active means inhibition above about 50%;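 further: 0% = vehicle wells with protein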
Target sequence (O75030 whole entry, looked up): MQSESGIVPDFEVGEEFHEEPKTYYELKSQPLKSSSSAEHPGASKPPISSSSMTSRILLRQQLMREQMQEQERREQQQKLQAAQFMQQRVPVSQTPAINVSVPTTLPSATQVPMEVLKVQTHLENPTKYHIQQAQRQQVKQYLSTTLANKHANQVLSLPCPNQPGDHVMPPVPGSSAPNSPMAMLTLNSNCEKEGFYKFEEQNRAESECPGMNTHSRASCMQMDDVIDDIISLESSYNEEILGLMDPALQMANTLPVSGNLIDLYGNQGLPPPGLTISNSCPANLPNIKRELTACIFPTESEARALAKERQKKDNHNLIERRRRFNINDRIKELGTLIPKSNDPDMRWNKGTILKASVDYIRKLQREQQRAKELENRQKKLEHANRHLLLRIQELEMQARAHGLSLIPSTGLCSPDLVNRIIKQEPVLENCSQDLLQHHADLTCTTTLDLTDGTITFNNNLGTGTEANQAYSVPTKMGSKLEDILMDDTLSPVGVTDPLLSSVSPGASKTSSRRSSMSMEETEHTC
* hit, by the source's call.

SMILES	FBW7 activator	TEAD-YAP block	GPR151 ag	MITF inh
Cc1ccc(-c2noc(C3CC(=O)N(c4ccccc4)C3)n2)cc1 (stereo not drawn)	0.0	-7	-0.9	-16
COc1ccc(Nc2ncnc3sc(C)cc23)c(OC)c1	0.0	-25	-0.5	0
O=C(CC1C(=O)N(c2ccccc2)C(=O)N1C1CCCCC1)Nc1ccc(F)cc1 (stereo not drawn)	-0.3	-1	0.7	0
COc1ccc(N(CC(=O)Nc2ccc(C)c(C)c2)S(=O)(=O)c2c(C)noc2C)cc1	0.1	-3	0.0	5
O=C(Nc1ccc2c(c1)C(=O)N(c1ccc(Oc3ccccc3)cc1)C2=O)c1ccccc1	0.1	-1	0.7	-3
Nn1c(SCC(=O)Nc2ccc(OCc3ccccc3)cc2)nnc1-c1ccncc1	-0.1	-47	-1.3	-2
COC(=O)CNC(=O)c1ccc(N)cc1	0.0	0	1.8	-6
CCOCCn1c(CCCO)nc2ccccc21	0.0	4	2.2	12
Cc1cccc(C(=O)Nc2ccc(F)c(Cl)c2)c1[N+](=O)[O-]	0.1	-9	-0.5	4
CN1C=CC=C/C1=C1\SC(=S)N(c2ccccc2)C1=O	-0.1	0	1.0	-9
CCOc1cc(-c2cc(OC)c(OC)c(OC)c2)cc(=O)c2c(C)oc(C)c12	-0.1	-5	0.5	2
COc1ccc(S(=O)(=O)N(CC(=O)Nc2ccc(F)cc2)c2ccc(C)cc2)cc1	0.0	2	0.8	5
COCCn1nnnc1CN(Cc1cc2cc(OC)ccc2[nH]c1=O)CC1CCCO1 (stereo not drawn)	0.0	-1	-0.8	8
CCOc1ccc(NC(=O)CNS(=O)(=O)c2ccc3c(c2)C(C)(C)C(=O)N3C)cc1	0.0	11	0.3	0
O=C(NCc1ccccc1)N1CCC2(CC1)OCc1cc(F)ccc1O2	0.7	1	-0.3	-7
CN1CCN(C(=O)c2ccc(-c3ccc(N4CCOCC4)cc3)nc2N(C)C)CC1	-0.1	21	0.2	2
CCCC(C)NC(=O)c1ccccc1F (stereo not drawn)	0.0	-8	1.4	-1
O=[N+]([O-])c1ccccc1NCc1ccc(Cl)cc1	-0.2	-5	0.0	7
COc1ccc2nc(NC(=S)NC(=O)c3ccc(S(=O)(=O)N4CCCC4)cc3)sc2c1	-0.1	7	-0.1	-14
Cc1c(C(=O)N(Cc2ccccc2)c2ccccn2)cccc1[N+](=O)[O-]	-0.3	-9	-0.2	-5

Rewritten with two lines to a compound: twelve of the compounds above.
Every second line gives: FBW7 activator | TEAD-YAP block | GPR151 ag | MITF inh
Cc1cccc(C(=O)Nc2ccc(F)c(Cl)c2)c1[N+](=O)[O-]
 : 0.1 | -9 | -0.5 | 4
CN1C=CC=C/C1=C1\SC(=S)N(c2ccccc2)C1=O
 : -0.1 | 0 | 1.0 | -9
CCOc1cc(-c2cc(OC)c(OC)c(OC)c2)cc(=O)c2c(C)oc(C)c12
 : -0.1 | -5 | 0.5 | 2
COc1ccc(S(=O)(=O)N(CC(=O)Nc2ccc(F)cc2)c2ccc(C)cc2)cc1
 : 0.0 | 2 | 0.8 | 5
COCCn1nnnc1CN(Cc1cc2cc(OC)ccc2[nH]c1=O)CC1CCCO1 (stereo not drawn)
 : 0.0 | -1 | -0.8 | 8
CCOc1ccc(NC(=O)CNS(=O)(=O)c2ccc3c(c2)C(C)(C)C(=O)N3C)cc1
 : 0.0 | 11 | 0.3 | 0
O=C(NCc1ccccc1)N1CCC2(CC1)OCc1cc(F)ccc1O2
 : 0.7 | 1 | -0.3 | -7
CN1CCN(C(=O)c2ccc(-c3ccc(N4CCOCC4)cc3)nc2N(C)C)CC1
 : -0.1 | 21 | 0.2 | 2
CCCC(C)NC(=O)c1ccccc1F (stereo not drawn)
 : 0.0 | -8 | 1.4 | -1
O=[N+]([O-])c1ccccc1NCc1ccc(Cl)cc1
 : -0.2 | -5 | 0.0 | 7
COc1ccc2nc(NC(=S)NC(=O)c3ccc(S(=O)(=O)N4CCCC4)cc3)sc2c1
 : -0.1 | 7 | -0.1 | -14
Cc1c(C(=O)N(Cc2ccccc2)c2ccccn2)cccc1[N+](=O)[O-]
 : -0.3 | -9 | -0.2 | -5

(further entries)
SMILES	FBW7 activator	TEAD-YAP block	GPR151 ag	MITF inh
Cc1ccccc1CN1CCN2C(=O)[C@H]([C@@H](C)O)NC(=O)[C@H]2C1	0.1	-24	-1.0	-28
CC1CCC(NC(=O)C2c3ccccc3C(=O)N2Cc2ccc3c(c2)OCO3)CC1 (stereo not drawn)	-0.2	4	-0.9	4
Cc1cccc(NC(=O)CN2CCCC(c3nc4ccccc4[nH]3)C2)c1 (stereo not drawn)	-0.3	-1	-1.2	-1
O=C(CCc1nnc(CCc2ccccc2)o1)N1CCOc2ccccc2C1	-0.1	-11	1.2	-3
CCOc1ccc(N2C(=O)NC(=O)/C(=C\c3ccc(O)c(OC)c3)C2=O)cc1	0.2	3	0.6	14
COc1ccc(/C=C/C(=O)Nc2ccccc2Br)cc1	0.1	-49	-3.4	11
CC1=C(C(=O)Nc2cccc(C)n2)C(c2cccs2)C2=C(CC(c3ccco3)CC2=O)N1 (stereo not drawn)	0.0	2	0.4	-13
O=C(NCCOc1ccc(F)cc1)c1cc(-c2ccccc2)n[nH]1	-0.2	-7	-1.4	4
Cc1cc(NC(=O)CN2C(=O)NC(C)(c3ccccc3)C2=O)no1 (stereo not drawn)	-0.1	-1	-1.0	-3
Cc1cc(Br)ccc1NC(=O)c1cc2cc([N+](=O)[O-])ccc2oc1=O	0.1	2	-1.6	5
CCc1ccccc1NC(=S)N1CCC(N(C)CC2CCCO2)CC1 (stereo not drawn)	0.0	2	-0.1	1
CCOC(=O)c1[nH]c2ccc(C)cc2c1N=CN(C)C	0.0	-21	2.1	-4
CCOc1ccccc1NC(=O)c1nnn(-c2cccc(OC)c2)c1C	0.0	-9	0.3	-12
Cc1ccc(NC(=S)Nc2cccc(F)c2)nc1	0.1	-38	-0.3	25
O=S(=O)(NCCN1CCN(c2ccccc2)CC1)c1cccc2nsnc12	0.1	10	-1.1	3
Cc1ccccc1C(=O)c1coc2ccc(Cl)cc2c1=O	-0.1	-3	-0.6	1
COc1ccc(S(=O)(=O)N(NC2=NS(=O)(=O)c3ccccc32)C(=O)C(C)C)cc1	0.6	-8	-0.8	16
O=C(CCCNS(=O)(=O)c1cccc2nsnc12)NCc1ccccc1	-0.1	0	-0.9	-4
CC(C)Cn1c(CCN2C(=O)c3ccccc3C2=O)nc2ccccc2c1=O	0.0	-7	-0.7	1
Cc1cc(N2CCN(C(=O)c3ccc(Cl)cc3Cl)CC2)c(F)cc1[N+](=O)[O-]	-0.1	6	6.8*	2
O=C(O)c1ccc(N2C(=O)c3cc([N+](=O)[O-])cc4cc([N+](=O)[O-])cc(c34)C2=O)cc1	-0.2	10	-2.5	8
Cc1ccc2cc(CCNC(=O)C3CC3)c(=O)[nH]c2c1	0.6	1	-1.0	11
COc1cc(NC(=O)Cn2nnc(-c3ccccc3N)n2)cc(OC)c1	-0.1	2	1.3	7
Cc1noc(/C=C/N(C)C)c1S(=O)(=O)Nc1cccc(Cl)c1	-0.1	4	-0.5	-2
Nc1cc(N)nc(SCc2nc(-c3ccccc3)no2)n1	0.0	-51	0.5	6
Cc1ccc(NC(=O)c2cnn3c(C(F)(F)F)cc(-c4ccco4)nc23)cc1C	0.7	1	-0.9	22
O=P1(NCCCN2CCOCC2)C=C(c2ccccc2)SC(c2ccccc2)=C1	0.1	4	0.2	2
Cc1ccc2nc(SCC(=O)Nc3ccc4c(c3)OCO4)c(C#N)cc2c1	0.1	-4	-1.5	14
COc1cc(N/C(=N/S(=O)(=O)c2ccccc2)c2ccccc2)ncn1	-0.3	-48	-3.4	-8
CC(C)c1ccc(CN(C(=O)c2ccco2)C2CCS(=O)(=O)C2)cc1 (stereo not drawn)	1.7	4	0.2	9
O=C(/C=C/Nc1cccc(C(F)(F)F)c1)c1cccs1	0.3	-36	0.4	28
COc1nn(C)cc1C(=O)N1CCN(c2ccc(-c3ccccc3C)nn2)CC1	0.1	7	1.0	-13
O=C(CC(NC1CCCC1)C(=O)O)Nc1ccc(Oc2ccccc2)cc1 (stereo not drawn)	0.4	-1	0.9	-9
COc1ccc(OC)c(NC(=O)CNC(=O)c2ccc(Cl)cc2)c1	-0.1	-3	1.6	-3
Clc1cccc(Cl)c1C1Oc2ccccc2C2CC(c3ccccc3)=NN21 (stereo not drawn)	0.0	-31	-0.6	17
COc1ccc(C2=CSC3=NCCN23)cc1F	0.0	5	0.4	-2
Cc1cc(C)n(-c2cccc(Cl)c2)c(=O)c1C(N)=O	-0.1	6	0.2	4
COc1ccc(C)cc1NC(=O)c1cccc2c1SCCC2=O	0.0	4	-1.1	-4
CCc1ccccc1-n1c(SCC(=O)OC)nnc1-c1cccnc1	0.1	5	-0.4	2
Cc1ccc(N2NC(=O)/C(=C\c3cc(Br)ccc3O)C2=O)cc1C	-0.1	1	1.2	-18

Sorted by molar mass (low to high): some entries from above
SMILES	FBW7 activator	TEAD-YAP block	GPR151 ag	MITF inh
Cc1noc(/C=C/N(C)C)c1S(=O)(=O)Nc1cccc(Cl)c1	-0.1	4	-0.5	-2
COc1cc(N/C(=N/S(=O)(=O)c2ccccc2)c2ccccc2)ncn1	-0.3	-48	-3.4	-8
COc1nn(C)cc1C(=O)N1CCN(c2ccc(-c3ccccc3C)nn2)CC1	0.1	7	1.0	-13

(more compounds)
SMILES	FBW7 activator	TEAD-YAP block	GPR151 ag	MITF inh
CCOC(=O)C1=C(O)/C(=C/c2cccc(OC)c2O)SC1=Nc1ccc([N+](=O)[O-])cc1	0.8	3	0.6	13
COc1ccc(CCn2c(-c3ccc4ccccc4c3)csc2=Nc2cccc(C(F)(F)F)c2)cc1OC	-0.2	1	-0.6	7
Nc1ccc(Oc2ccc3c(c2)C(=O)N(c2ccccc2F)C3=O)cc1	0.1	-10	0.5	9
O=C(Nc1ccc(Br)cc1)c1ccccc1C(=O)c1ncc[nH]1	0.0	6	-1.0	9
Cc1cccc(N2C(=O)N(c3ccccc3Cl)C3CS(=O)(=O)CC32)c1 (stereo not drawn)	0.1	-3	-0.9	10
Cc1nc2c(C)cccn2c1C(=O)Nc1ccccc1	-0.4	-10	0.1	13
Cc1ccc(S(=O)(=O)Cn2nnnc2C(C(C)C)N2CCC(C(N)=O)CC2)cc1 (stereo not drawn)	0.1	-8	0.2	12
N#Cc1c(C(F)(F)F)cc(-c2ccccc2)nc1SC1CC(=O)N(c2ccc(Br)cc2Br)C1=O (stereo not drawn)	-0.1	1	0.4	-4
CCOC(=O)c1nc2ccccc2c(=O)n1-c1ccc(C(=O)O)cc1	0.0	3	-0.9	9
COc1ccc(C)cc1NC(=O)CN(c1ccccc1F)S(C)(=O)=O	0.1	5	-0.5	2
COc1cc(NC(=O)c2ccc(Cl)cc2)c(Cl)cc1[N+](=O)[O-]	0.0	3	-0.2	-5
CCOC(=O)c1cc2c(=O)n3ccccc3nc2n(Cc2ccco2)c1=NC(=O)c1ccccc1Br	-0.2	-11	-0.2	-1
CCOc1ccc(C(=O)Nc2ccc(I)cc2)cc1[N+](=O)[O-]	-0.1	-1	-0.8	-4
O=C(NCc1n[nH]c(=S)n1Cc1ccccc1)c1ccc(S(=O)(=O)N2CCCC2)cc1	-0.3	-7	0.7	7
CCOC(=O)C1=C(c2ccccc2)N=C2SCC(=O)N2C1c1ccc(OC)cc1 (stereo not drawn)	0.0	6	0.6	1
COC(=O)c1cc(C(=O)OC)n(Cc2ccc(Br)cc2)n1	0.6	-3	-1.4	7
COc1ccc(CCNC(=O)CCS(=O)(=O)c2cccc3cccnc23)cc1OC	0.2	11	-0.8	0
CCNC(=S)N1CCn2c(nc3ccccc32)C1	-0.1	-1	0.1	-5
Cc1ccc(C)c(CN2CCc3nnc(C(C)NC(=O)c4ccco4)n3CC2)c1 (stereo not drawn)	-0.1	-2	-0.5	-4
Cc1nc(NC(=O)c2ccc(Br)cc2)sc1C	0.9	-11	-7.9	19
Nc1c(C(=O)Nc2cccc(C(=O)O)c2)sc2nc3c(cc12)CCC3	0.8	57*	-7.2	2
CCOC(=O)N1CCc2c(sc(NC(=O)c3ccc(C)cc3)c2C(N)=O)C1	0.0	-3	-1.5	-5
COc1ccc(OCC(O)Cn2c(NCCN)nc3c2c(=O)[nH]c(=O)n3C)cc1 (stereo not drawn)	0.0	-6	1.2	-2
Cc1ccc(OCC(=O)NCCCN(C)C)c(Br)c1	0.8	9	-1.6	17
Cc1ccc(-c2nnc(NC(=O)c3ccco3)s2)cc1	-0.1	-43	0.3	-7
COc1cc(CNCCc2ccc(S(N)(=O)=O)cc2)ccc1OCC(=O)NC(C)(C)C	0.9	4	-1.9	14
Cn1c(=O)oc2cc(S(=O)(=O)N3CCCC(C(=O)NCCc4ccccc4)C3)ccc21 (stereo not drawn)	-0.1	10	0.3	3
COc1cc(CN2CCN(C(=O)c3cccnc3)CC2)cc(OC)c1OC	0.1	1	-0.5	47
O=S(=O)(/N=C(/Nc1cc(N2CCOCC2)ncn1)c1ccc(F)cc1)c1ccccc1	0.1	-8	0.4	5
CSCCC(=O)NCC1Cc2cc(Cl)cc(-c3ncccn3)c2O1 (stereo not drawn)	0.1	-10	1.9	10
O=S(=O)(NCc1csc(-c2cccnc2)n1)c1ccc(Br)cc1	-0.1	-9	5.6*	11
CCN(CC)c1nc(NCCOc2ccccc2)nc(Nc2ccncn2)n1	0.2	-9	-0.6	10
Cc1ccc(N2NC(=O)/C(=C/c3ccc(C)c([N+](=O)[O-])c3)C2=O)cc1	0.0	-15	0.1	-6
CN1C(=O)C(O)(CC(=O)c2ccc(Br)cc2)c2cc(Cl)ccc21 (stereo not drawn)	1.0	24	-0.1	9
